Bioassay records: PubChem BioAssay, several laboratories
MC4R antag cAMP = MC4R antagonists of cAMP signaling, primary screen, cell-based, TR-FRET, antagonist arm of biased-ligand search; Melanocortin receptor 4 (Homo sapiens), P32245; MC4R-expressing cells, MTII-stimulated cAMP, LANCE TR-FRET; inhibition, % at 6.5 µM; 0.48% of 360,000 active; AID 540295, 2011;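 active = inhibition above its plate's cutoff, the mean of tested wells on that plate plus 3 SD, cut at about 29% in these data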;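 also: 0% = Melanotan II alone and 100% = Melanotan II plus saturating MCL0020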
Target sequence (P32245 whole entry, looked up): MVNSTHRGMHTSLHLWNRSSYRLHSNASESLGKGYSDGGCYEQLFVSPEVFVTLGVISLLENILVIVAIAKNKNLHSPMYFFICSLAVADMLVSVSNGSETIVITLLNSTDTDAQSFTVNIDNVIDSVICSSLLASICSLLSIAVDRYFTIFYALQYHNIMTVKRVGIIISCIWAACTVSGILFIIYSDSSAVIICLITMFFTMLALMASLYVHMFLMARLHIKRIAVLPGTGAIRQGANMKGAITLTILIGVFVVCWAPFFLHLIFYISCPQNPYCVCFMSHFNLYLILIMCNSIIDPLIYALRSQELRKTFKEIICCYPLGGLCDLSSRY
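Assay system: U2OS cells stably expressing human melanocortin 4 receptor (MC4R) / Dosing: 6.5 µM / Timing: compound 30 min, challenge 1 h, detection 1 h / Measured by: Eu-cAMP/anti-cAMP TR-FRET, emission 671 nm / Replicates: singlicate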
Granule exo inh = LAMP-1 surface exposure blockers, TALL-104 cells – cell-based, flow cytometry, MLPCN library, primary screen | TALL-104 LAMP-1 surface exposure; cells stimulated with thapsigargin and PMA | inhibition, % at 10 µM | 0.66% of 360,000 active;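 active = inhibition above about 55%, limit read from the data; inconclusive = no clear call, values can overlap the other calls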
Vif imaging = HIV Vif self-association inhibitors, primary screen, imaging, HEK293T, single point; HEK293T cells, Vif self-association by quenched fluorescence, 24 h; inhibition, % at 7.49 µM; 0.35% of 340,000 active; in the data active = inhibition above about 50%, passing the limit was not always enough; inconclusive = no clear call, values can overlap the other calls; inactive = below about 31%; also: some results filed as inactive read as strong as hits
MC4R ag barr = MC4R agonists recruiting beta-arrestin, primary screen, cell-based, luminescence, agonist arm of biased-ligand search | U2OS MC4R beta-arrestin complementation; percent of melanotan II response, DMSO zero | 0.98% of 360,000 active | activation, % at 8.9 µM;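 active = activation above a per-plate cutoff, the mean activation of sample wells on that plate plus 3 SD, cut at about 8% in these data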
ABCB6 inh MLPCN = ABCB6 transporter inhibitors, primary screen, K562-ABCB6 cells, flow cytometry, MLPCN library. K562-ABCB6 porphyrin accumulation, 1 h; stronger effect = lower value. fluorescence ratio to DMSO, % at 10 µM. 0.19% of 360,000 active. AID 602162, 2011;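 active = fluorescence ratio to DMSO below 75%, the collection mean minus 3 SD; inconclusive = too few cells collected in the well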;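 also: signal is porphyrin accumulated inside mitochondria; 100% equals median channel fluorescence of DMSO control wells; lower ratio means ABCB6 inhibition with less porphyrin fluorescence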
Glyco luc inh = increase of ERlucT glycosylation luciferase signal, primary screen, N-linked glycosylation inhibitor project, D54 ERlucT cells, luminescence, set 2 | 0.23% of 360,000 active | reporter increase, % at 12.5 µM | D54 ERlucT glycosylation luciferase reporter, 24 h; percent of 100 nM tunicamycin response;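 active = mean luciferase reporter signal, scaled so untreated is 0 and the glycosylation-blocking control 100, at or above a set limit in every replicate; inconclusive = mean reaches the limit but not every replicate does; inactive = mean below the limit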;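 also: luciferase carries N-glycosylation sites so blocking glycosylation raises the light; 0% = median of neutral control wells and 100% = median of 100 nM tunicamycin wells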
NOD2 RIPK2 PPI = NOD2-RIPK2 binding disruptors in cells, primary screen, fluorescence, CHO cells, BLA complementation; 0.38% of 360,000 active; inhibition, % at 4.98 µM; CCF4 ratio; AID 624267, 2012; Receptor-interacting serine/threonine-protein kinase 2 (Homo sapiens), O43353; in the data active = inhibition above about 21%;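 also: 0% = vehicle only and 100% = reference blocker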
Target sequence (O43353 whole entry, looked up): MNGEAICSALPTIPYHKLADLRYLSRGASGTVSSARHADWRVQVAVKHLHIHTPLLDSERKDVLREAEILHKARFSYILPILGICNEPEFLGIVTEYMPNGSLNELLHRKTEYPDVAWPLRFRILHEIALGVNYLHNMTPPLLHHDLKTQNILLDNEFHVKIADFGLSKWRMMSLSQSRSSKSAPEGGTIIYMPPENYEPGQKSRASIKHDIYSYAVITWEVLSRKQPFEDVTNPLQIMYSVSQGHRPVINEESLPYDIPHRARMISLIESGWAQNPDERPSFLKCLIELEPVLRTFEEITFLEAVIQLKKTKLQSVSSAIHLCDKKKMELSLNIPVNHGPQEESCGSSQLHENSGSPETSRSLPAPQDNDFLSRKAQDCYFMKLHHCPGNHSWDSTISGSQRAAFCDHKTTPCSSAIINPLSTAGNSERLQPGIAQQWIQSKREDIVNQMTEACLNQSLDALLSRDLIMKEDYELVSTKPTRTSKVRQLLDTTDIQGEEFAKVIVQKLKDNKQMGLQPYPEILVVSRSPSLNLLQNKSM
aDG glyco up = activators of alpha-DG glycosylation, primary screen, uHTS, Pro5-aDG cells, AlphaScreen. alpha-DG glycosylation AlphaScreen (IIH6); 0% Pro5, 100% B10-LARGE cell signal. 0.22% of 360,000 active. activation, % at 10 µM. AID 624168, 2012;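 active = activation of at least 8% versus controls, or a plate z-score of at least 8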;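 also: Pro5 are CHO cells carrying HIG-tagged alpha-DG that lacks glycosylation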
TLR9-MyD88 block = inhibitors of TLR9-MyD88 association in cells, primary screen, cell-based, CHO, BLA complementation, fluorescence; Toll-like receptor 9 (Homo sapiens) + Myeloid differentiation primary response protein …; AID 504734, 2011; CCF4 FRET ratio; inhibition, % at 4.98 µM; 0.21% of 340,000 active;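 active = inhibition above the mean over all tested compounds plus 3 SD, cut at about 21% in these data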;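 also: 0% = DMSO only wells and 100% = clavulanate BLA inhibitor control wells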
ABHD5-PLIN5 inh = ABHD5-PLIN5 interaction inhibitors, primary screen, cell lysate, split luciferase complementation, luminescence. 0.78% of 360,000 active. inhibition, % at 4 µM. Split G. princeps luciferase complementation, 4 h. AID 602281, 2012. Perilipin-5 (Homo sapiens) + 1-acylglycerol-3-phosphate O-acyltransferase ABHD5 (Homo …;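 active = inhibition above the mean inhibition across every tested compound plus 3 SD, cut at about 22% in these data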;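 also: 0% = DMSO only wells and the 100% control is not disclosed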
* hit, by the source's call; ? = inconclusive; / = no result given.

# | SMILES | MC4R antag cAMP | Granule exo inh | Vif imaging | MC4R ag barr | ABCB6 inh MLPCN | Glyco luc inh | NOD2 RIPK2 PPI | aDG glyco up | TLR9-MyD88 block | ABHD5-PLIN5 inh
1 | Cc1ncc(CN2CCC(CO)(CCc3ccccc3)CC2)s1 | 4 | 2 | -3 | -2.8 | 97 | 0 | -5 | 0.0 | -4 | 2
2 | COc1ccc(/C=N/NC(=O)c2ccc(F)cc2)cc1CN1CCc2cc(OC)c(OC)cc2C1C (stereo not given) | -6 | -2 | 14 | -1.8 | 96 | -9 | -3 | -0.1 | 5 | 1
3 | Cc1ccc(OCC(O)CN2CCCC2)cc1 (stereo not given) | 0 | 4 | 29 | 0.3 | 97 | 0 | -8 | -0.1 | -11 | -11
4 | CC(C)NS(=O)(=O)c1ccc(OCC(=O)N2CCCC2)c(Cl)c1 | 4 | 0 | ? | -2.3 | 103 | -2 | -12 | -0.2 | 2 | 7
5 | COc1ccc(CNC(=O)C2CCN(C(=O)N(C)C)CC2)c(OC)c1 | 0 | 0 | ? | 2.7 | 101 | 0 | 3 | -0.2 | -10 | 6
6 | CN1CCN(C(=S)Nc2cccc(C(F)(F)F)c2)CC1 | 5 | 5 | 8 | -4.7 | 93 | 0 | 0 | -0.1 | -2 | 0
7 | Cc1cc([N+](=O)[O-])nn1CCCC(=O)Nc1c(C)n(C)n(-c2ccccc2)c1=O | 3 | -3 | 14 | -1.1 | 96 | 1 | -10 | -0.2 | 1 | -2
8 | COc1cc(/C=C/C(=O)O)cc(S(=O)(=O)Nc2ccc3nc(SC)sc3c2)c1OC | -4 | -1 | 7 | -1.6 | 98 | 1 | -6 | -0.1 | 1 | -1
9 | Cc1cc(C(=O)O)ccc1-c1ccc(CO)o1 | -3 | -6 | 4 | -1.5 | 95 | 3 | -8 | -0.2 | -10 | 6
10 | FC(F)(F)c1ccccc1CN1CCCC(N2CCN(c3ccccc3)CC2)C1 (stereo not given) | 24 | 10 | -3 | 4.2 | 96 | 0 | -3 | 0.0 | 4 | 3
11 | CCN(CC(=O)NC1CCS(=O)(=O)C1)S(=O)(=O)c1ccc2ccccc2c1 (stereo not given) | -6 | 3 | 4 | -0.3 | 102 | -3 | -4 | -0.4 | 0 | 5
12 | CCCCOc1ccc(C2CC(=O)NC2=O)cc1 (stereo not given) | 12 | 0 | 0 | -2.0 | 96 | -1 | -5 | 0.1 | -4 | -5
13 | CCc1ccc(C(=O)Nc2ccc3c(c2)n(C)c(=O)n3C)cc1 | 0 | 4 | -1 | 0.4 | 93 | 23 | -1 | -0.1 | -3 | 11
14 | Cc1ccc(C)c(NC(=O)CCc2c(C)nn(-c3ccc(N4CCCCC4)nn3)c2C)c1 | 0 | -2 | -6 | -0.8 | 94 | -1 | -1 | -0.1 | 13 | 0
15 | Cc1ccc(-c2cn(-c3ccccc3)c(SCC(N)=O)n2)cc1C | 6 | -1 | 1 | -2.7 | 99 | 0 | -11 | 0.1 | 4 | -8
16 | COc1cccc(Oc2ccc(C(F)(F)F)cc2NC(=O)CCc2nc3ccccc3c(=O)[nH]2)c1 | 9 | 1 | -3 | 0.1 | 102 | 4 | 4 | -0.1 | -5 | -5
17 | CCOc1ccc(NC(=O)c2ccc(NS(=O)(=O)c3cccs3)cc2)cc1 | 4 | -3 | -6 | -0.8 | 108 | -2 | 4 | 0.0 | 12 | -10
18 | Cn1c(=O)oc2cc(S(=O)(=O)NCc3ccccc3)ccc21 | -7 | -1 | 0 | -1.8 | 100 | -1 | -16 | -0.1 | -3 | 4
19 | COCCNS(=O)(=O)c1ccc(Cl)c(C(=O)NC2CCN(Cc3ccccc3)CC2)c1 | -2 | -7 | -4 | -1.5 | 99 | -1 | -1 | -0.1 | -2 | -4
20 | COc1ccccc1N1C(=O)CCC1(C#N)c1ccccc1 (stereo not given) | 4 | -2 | 69* | -1.8 | 93 | 3 | -9 | 0.1 | -2 | -3
21 | CC(Cc1ccccc1)NC(=O)CC(c1ccccc1)c1ccccc1O (stereo not given) | 4 | 32 | -2 | -1.3 | 99 | -3 | -11 | 0.1 | -3 | -8
22 | Cc1cc(F)c(F)c(C(=O)N2CCCCC2C)c1Cl (stereo not given) | 4 | -15 | 3 | -1.5 | 93 | 0 | -11 | 0.0 | 14 | 5
23 | CC(C)(C)C(=O)[C@H]1[C@H](c2ccccc2)[C@@]2(N=C(c3ccccc3)OC2=O)C2c3ccccc3C=NN21 (stereo not given in full) | 2 | -1 | 13 | 5.0 | 93 | -1 | 5 | -0.2 | 2 | -2
24 | C=CCOc1ccc(Br)cc1CNC(C)(C)C | 18 | 2 | -2 | 1.5 | 95 | 0 | -6 | 0.1 | 6 | 1
25 | O=C(c1cc2ccccc2o1)N1CCN(S(=O)(=O)c2ccc(Cl)s2)CC1 | 10 | -3 | 5 | 0.3 | 100 | 1 | 2 | 0.2 | -8 | -9
26 | CC(C(=O)Nc1ccccc1C(=O)N1CCOCC1)N(c1ccc(Cl)cc1)S(C)(=O)=O (stereo not given) | 3 | -1 | 5 | -0.5 | 104 | 2 | -9 | -0.1 | -3 | 2
27 | COc1ccc(C(=O)N/N=C(\C)CC(=O)NC2CCCCC2)c(OC)c1 | 5 | -10 | -6 | 0.7 | 101 | 2 | 0 | -0.4 | -5 | 4
28 | CC(C)CCNC(=O)COc1ccc2c(c1)C(=O)CC(C)(C)O2 | 2 | -4 | 4 | 0.4 | 84 | 1 | 0 | -0.1 | 0 | 5
29 | O=C1CC(SC(=Nc2ccccc2)Nc2ccccc2)C(=O)N1c1cccc(Cl)c1 (stereo not given) | 17 | 10 | -4 | -0.2 | 96 | -5 | -4 | 0.3 | -5 | 6
30 | O=C(Nc1ccccc1C(=O)NCc1ccccc1)c1ccccc1 | 10 | -2 | 12 | -0.3 | 101 | 4 | 9 | 0.0 | -1 | 4

The list goes on, overlapping the part above by two compounds.
# | SMILES | MC4R antag cAMP | Granule exo inh | Vif imaging | MC4R ag barr | ABCB6 inh MLPCN | Glyco luc inh | NOD2 RIPK2 PPI | aDG glyco up | TLR9-MyD88 block | ABHD5-PLIN5 inh
29 | O=C1CC(SC(=Nc2ccccc2)Nc2ccccc2)C(=O)N1c1cccc(Cl)c1 (stereo not given) | 17 | 10 | -4 | -0.2 | 96 | -5 | -4 | 0.3 | -5 | 6
30 | O=C(Nc1ccccc1C(=O)NCc1ccccc1)c1ccccc1 | 10 | -2 | 12 | -0.3 | 101 | 4 | 9 | 0.0 | -1 | 4
31 | CC1CCN(C(=O)COC(=O)c2n[nH]c3ccccc23)CC1 | 1 | -1 | / | -0.7 | 105 | -4 | -7 | -0.2 | 7 | 2
32 | O=C(NCCOC(=O)c1cccs1)c1cccnc1 | 1 | 7 | 10 | 0.5 | 96 | 1 | 0 | 0.0 | -3 | 1
33 | Oc1[nH]c2ccccc2c1C1=NCCCCC1 | 0 | -3 | 12 | -2.5 | 98 | 3 | -5 | -0.1 | -5 | 3
34 | O=C1NC(=O)C(c2ccc(F)cc2)N1 (stereo not given) | -6 | -2 | 0 | 0.5 | 97 | 1 | 1 | -0.1 | 2 | 3
35 | CCOc1ccc(N(CC(=O)Nc2ccccc2C)S(=O)(=O)c2c(C)[nH]c(=O)[nH]c2=O)cc1 | 13 | 4 | 7 | -1.4 | 100 | 0 | -4 | 0.0 | 5 | -4
36 | COc1ccc(C(=O)CSc2nnc(-c3ccco3)n2CC2CCCO2)cc1 (stereo not given) | 4 | 3 | -3 | -0.3 | 97 | 1 | 3 | 0.0 | 7 | 2
37 | C=CCNc1nc(C(=O)OCC(=O)c2cccc(Br)c2)cs1 | -2 | 10 | -2 | -1.0 | 107 | -1 | -1 | -0.1 | -10 | -12
38 | O=C(NNc1c(Cl)cc(Cl)cc1Cl)c1cccc([N+](=O)[O-])c1 | 21 | 5 | -8 | -0.2 | 104 | 1 | -9 | 1.1 | -3 | 6
39 | COc1ccccc1C(CNC(=O)C1COc2ccccc2O1)N1CCCC1 (stereo not given) | 11 | 0 | 0 | 0.4 | 106 | 1 | 7 | -0.1 | 0 | 14
40 | CCOC(=O)Cc1csc(SCC(=O)N2CCN(c3ccccc3)CC2)n1 | 15 | 1 | -16 | -0.8 | 102 | 0 | -9 | -0.1 | -8 | -1
41 | N#Cc1cc(Sc2ccccn2)c(Sc2ccccn2)cc1C#N | -2 | -2 | -4 | 0.0 | 103 | -2 | -2 | -0.2 | -2 | 16
42 | Cc1cccc(-c2nc3cc(NC(=O)C4CCCO4)ccc3o2)c1 (stereo not given) | -3 | -6 | -1 | -3.3 | 99 | -15 | -3 | 0.3 | -6 | 2
43 | COc1ccc(C(C)(C)C)cc1NC(=O)c1cncc(Br)c1 | -6 | -6 | -7 | -1.0 | 106 | -6 | -3 | -0.1 | -75 | -14
44 | COc1ccc2cc(C(c3nnnn3C3CCCCC3)N3CCCCCC3)c3nnnn3c2c1 (stereo not given) | -3 | -2 | 0 | 0.9 | 91 | 1 | -2 | -0.2 | 3 | 1
45 | O=C(O)c1cccc(-c2ccc(/C=N/Nc3ccc([N+](=O)[O-])cc3)o2)c1 | 10 | 13 | -3 | -3.1 | 158 | 3 | 28* | -0.1 | 19 | 11
46 | CC(C)CC(NC(=O)OC(C)(C)C)C(=O)NC(C(=O)N1CCCC1C(N)=O)C(C)C (stereo not given) | 5 | -2 | 2 | -1.3 | 99 | 0 | -6 | -0.2 | 2 | 1
47 | Cn1nnnc1SCCNC(=O)C1CCC(=O)N(CCc2cccc(F)c2)C1 (stereo not given) | 15 | -4 | -21 | -1.4 | 98 | 3 | -10 | -0.4 | 5 | -4
48 | O=c1oc2ccccc2n1Cc1cccc(Cl)c1 | 7 | 0 | 16 | -3.7 | 96 | -4 | 0 | 0.1 | -2 | -1
49 | O=C(Nc1nnc(C2CC2)s1)c1cccs1 | 2 | -1 | 0 | -1.9 | 93 | 0 | -2 | 0.0 | -5 | -3
50 | CN(CCOC(=O)c1ccc2c(c1)OCCO2)Cc1ccccc1 | -3 | 8 | 7 | -1.3 | 94 | -1 | -8 | 0.1 | -6 | 3
51 | O=C(CSc1nc2c(c(=O)n1-c1ccc(F)cc1)SCC2)NCc1ccco1 | 0 | -1 | 24 | -0.2 | 80 | 1 | -6 | 0.3 | 12 | 4

An excerpt, so the mix of outcomes need not match the whole.
